PI5P4K alpha inh: qHTS for Inhibitors of phosphatidylinositol 5-phosphate 4-kinase (PI5P4K) | max response, % | 330,000 tested, 1.2% active | PI5P4Kalpha enzyme, ADP-Glo luminescence, 60 min; hits give low values | Phosphatidylinositol 5-phosphate 4-kinase type-2 alpha (Homo sapiens), P48426 | AID 652105, 2013; active = max response of -50% or lower; inconclusive = between -30% and -50%; inactive = -30% or higher; also: value at the top dose of about 77 µM; % is scaled to controls: 0 for no effect and ±100 for the full control effect
Target sequence (P48426 whole entry, looked up): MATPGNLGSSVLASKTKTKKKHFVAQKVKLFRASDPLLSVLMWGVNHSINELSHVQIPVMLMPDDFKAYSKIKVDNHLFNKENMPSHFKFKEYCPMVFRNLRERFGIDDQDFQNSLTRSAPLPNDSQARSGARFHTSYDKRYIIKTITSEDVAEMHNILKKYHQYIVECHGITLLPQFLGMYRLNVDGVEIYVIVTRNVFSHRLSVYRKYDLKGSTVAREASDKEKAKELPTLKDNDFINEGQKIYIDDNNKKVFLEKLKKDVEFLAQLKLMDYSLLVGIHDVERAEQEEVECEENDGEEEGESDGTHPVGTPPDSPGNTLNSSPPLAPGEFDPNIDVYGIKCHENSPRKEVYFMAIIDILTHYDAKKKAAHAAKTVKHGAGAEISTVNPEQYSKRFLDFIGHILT
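Compounds were pin-transferred onto PI5P4Kalpha and substrate in HEPES pH 7.4 buffer with EGTA, CHAPS and 5% DMSO. ATP (5 microM final) started the reaction, which ran 60 minutes at room temperature before ADP-Glo detection.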
EPAC1 antag: qHTS for Antagonist of cAMP-regulated guanine nucleotide exchange factor 3 (EPAC1): primary screen; Rap guanine nucleotide exchange factor 3 (Homo sapiens), O95398; EPAC1 GEF assay, Rap1b-BODIPY-GDP exchange fluorescence; Potency, µM (titrated, usually from 115 µM), for inactives: at the top dose activity change, negative = inhibition, most hits filed as inhibitors; 360,000 tested, 0.14% active; AID 720709, 2013;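 also: potency is read from the fitted curve at half-maximal effect; plate controls were vehicle for no effect and positive control for full effect; nearly all actives have a fitted effect of over 50% in size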
Abeta rescue: qHTS for compounds that reverse cellular toxicity of Amyloid beta (A-beta) peptide in yeast: Primary Screen; yeast expressing A-beta42, growth rescue, OD600, 48 h; response scale: 0% DMSO, 100% iron-clioquinol control; Potency, µM (highest dose often 46.1 µM), for the others: at the highest dose growth rescue, most hits filed as activators; 410,000 tested, 0.063% active; AID 1347071, 2019; also: potency is read from the fitted curve at half-maximal effect; nearly all actives have a fitted effect of over 55% in size
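Yeast growth medium received pinned compounds, then yeast cells expressing toxic A-beta were added; plates incubated at 30 C for 48 hr. Growth read as absorbance at 600 nm, normalized to DMSO and equimolar FeCl3 plus clioquinol controls.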
EPAC1 ag: qHTS for Agonist of cAMP-regulated guanine nucleotide exchange factor 3 (EPAC1): primary screen. Potency, µM (doses to about 154 µM), for the others: at the highest dose activation, actives largely listed as activators. 360,000 tested, 0.073% active. EPAC1 agonist qHTS, biochemical assay; response scale: 100% = response to 6.5 mM cAMP; also: potency is read from the fitted curve at half-maximal effect; nearly all actives have a fitted effect of over 60% in size
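Multi-concentration qHTS readout: loss of Rap1B-bound BODIPY-GDP fluorescence driven by 100 nM EPAC1 with excess GDP (50 uM), monitored kinetically at room temperature; agonist response expressed relative to 6.5 mM cAMP.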
aSyn rescue: qHTS of alpha-syn Inhibitors; 370,000 tested, 0.14% active; AID 652106, 2013; Yeast expressing alpha-synuclein, growth rescue, BacTiter-Glo, 24 h; Potency, µM (highest dose often 46.1 µM), inactives show at the highest dose growth rescue (activation), hits mostly activators; also: potency is read from the fitted curve at half-maximal effect; % of control where 0% means no effect; nearly all actives have a fitted effect of over 65% in size
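Screening used galactose-induced yeast with toxic alpha-synuclein levels, exposed to compound for 24 hr at 30 deg C. Cell growth, read with BacTiter-Glo luminescence, gave the measured signal.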
PLK1 PBD inh: qHTS for Inhibitors of PLK1-PDB (polo-like kinase 1 - polo-box domain): Primary Screen; Plk1 PBD binding of FITC phosphopeptide, fluorescence polarization; Potency, µM, without a hit: max response, negative = inhibition, most hits filed as inhibitors; 360,000 tested, 2.8% active; also: potency is read from the fitted curve at half-maximal effect; series mostly up to about 57 µM; % is scaled to controls: 0 for no effect and ±100 for the full control effect; nearly all actives have a fitted effect of over 65% in size
Target sequence (P53350 whole entry, looked up, the tested form may be a part): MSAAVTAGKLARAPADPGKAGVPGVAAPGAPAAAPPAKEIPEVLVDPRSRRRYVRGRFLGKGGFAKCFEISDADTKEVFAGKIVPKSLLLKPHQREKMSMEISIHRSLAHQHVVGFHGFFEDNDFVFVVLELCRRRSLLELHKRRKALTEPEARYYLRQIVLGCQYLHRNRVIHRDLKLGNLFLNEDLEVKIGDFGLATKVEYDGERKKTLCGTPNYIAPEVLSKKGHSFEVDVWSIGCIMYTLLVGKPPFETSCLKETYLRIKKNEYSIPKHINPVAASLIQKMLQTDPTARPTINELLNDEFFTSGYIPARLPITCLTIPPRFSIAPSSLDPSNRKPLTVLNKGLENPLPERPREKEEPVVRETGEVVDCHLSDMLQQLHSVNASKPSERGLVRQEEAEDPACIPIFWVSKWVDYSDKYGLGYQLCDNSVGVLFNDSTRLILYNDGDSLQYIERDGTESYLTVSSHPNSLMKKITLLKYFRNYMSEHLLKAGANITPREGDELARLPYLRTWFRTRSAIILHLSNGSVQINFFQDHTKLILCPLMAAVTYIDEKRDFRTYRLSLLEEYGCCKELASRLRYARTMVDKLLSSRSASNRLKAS
IL-2 act: qHTS of IL-2 Activators; IL-2 activation reporter assay, cell-based qHTS; stimulated with anti-CD3/CD4/CD28 beads; in transgenic mouse T cells; activation, % (series mostly up to about 46 µM); 360,000 tested, 0.065% active; in the data active = activation above about 50%; inconclusive = mostly about 30% to 49%; also: 0% is about no effect
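Readout is EGFP and DsRed signal by fluorescent plate cytometry after 18 h at 37 degrees C. Transgenic mouse T cells (750/well) received compound for 60 min before bead stimulation (anti-CD3, anti-CD4, anti-CD28); memory T cells served as non-tolerant control.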
FUS suppressor: qHTS for Suppressors of FUS Proteinopathy: Primary screen using FUS-linked yeast assay. S. cerevisiae FUS-expressing, growth rescue, OD600, 24 h. Potency, µM (series often up to 76.6 µM), for the others: at the top dose growth rescue (activation), hits mostly activators. AID 1347120, 2019. 390,000 tested, 0.24% active;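 also: potency is read from the fitted curve at half-maximal effect; plate controls were DMSO vehicle for no effect and reference control for full effect; nearly all actives have a fitted effect of over 55% in size; some results filed as inactive show a strong effect at the top dose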
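Toxicity suppression screen in FUS-yeast. Cells induced with 2% galactose, starting OD 0.005, treated 24hr at 30C with compounds at multiple final concentrations; growth by OD600.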
WRN helicase inh: qHTS for Inhibitors of WRN Helicase; WRN helicase unwinding, fluorescent forked duplex, kinetic; Potency, µM (top dose mostly 114 µM), inactives show at the top dose activity change, negative = inhibition, hits mostly inhibitors; 360,000 tested, 0.46% active; also: potency is read from the fitted curve at half-maximal effect; % is scaled to controls: 0 for no effect and ±100 for the full control effect; nearly all actives have a fitted effect of over 55% in size
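WRN at 20 nM final was preincubated with compound for 15 min at room temperature; reaction started with 100 nM forked duplex oligonucleotide carrying fluorophore and quencher plus 2 mM ATP (final). Unwinding followed kinetically by red fluorescence (ex 525/em 598 nm).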
* hit, by the source's call; ? = inconclusive; · = no result given; [ ] = dose if it differs, or a comment. Unless noted, calls follow the shape of the dose curve; as a rule, active = well fitted curve in the direction sought with a large enough effect; inconclusive = small, poorly fitted or top-dose-only effect, or another doubt; inactive = no such curve, though single readings can be large; an effect the other way counts as inactive or inconclusive.

SMILES	PI5P4K alpha inh	EPAC1 antag	Abeta rescue	EPAC1 ag	aSyn rescue	PLK1 PBD inh	IL-2 act	FUS suppressor	WRN helicase inh
Cc1nn(CCC#N)c(N)c1C1(O)C(=O)Nc2c(Cl)cc(Cl)cc21 (stereo not given)	2	-1%	-20%	8%	15%	-15%	-0.6	13%	2%
O=C(NCC(=O)N1CCCCCCC1)c1ccc(Cl)c(Cl)c1	-2	-6%	4%	4%	0%	-8%	0.4	-21%	5%
CCC(Cc1ccccc1)NS(=O)(=O)c1csc(C(N)=O)c1 (stereo not given)	-2	-1%	9%	13%	1%	-2%	-1.1	-4%	-3%
O=C(O)CN1C(=O)/C(=C\c2cn(CC(=O)N3CCOCC3)c3ccccc23)SC1=S	2	43%[activator]	-5%	30%	10%	132%[activator]	4.6	15%	0%
COC(=O)c1ccc(NC(=O)c2cc(-c3ccncc3)nc3ccccc23)cc1	-3	-12%	10%	17%	10%	8%	-0.2	4%	1%
O=Cc1c(NCc2cccc(F)c2)c2ccccc2[nH]c1=O	-4	1%	8%	-1%	14%	-18%	1.2	1%	-11%
COc1ccc(C2=Nn3c(nnc3-c3ccccc3F)SC2)cc1OC1CCOC1 (stereo not given)	·	0%	-10%	-10%	·	·	-0.1	10%	·
CCOc1ccc(NS(=O)(=O)c2ccc(-c3cnc(C4CC4)o3)cc2)cc1	7	-13%	·	14%	?	1%	0.9	?	-8%
O=C(c1ccccc1[N+](=O)[O-])N1CCCN(C(=O)c2ccccc2[N+](=O)[O-])CC1	-3	7%	-4%	-6%	11%	-8%	-2.9	-1%	2%
N=c1ccn(Cc2cccc(Cl)c2)cc1	-2	-15%	8%[9.22 µM]	6%	1%	2%	-2.6	-51%	-13%
CCn1cc(C(=O)OCc2cccc(Br)c2)c(=O)c2ccc(C)nc21	·	-3%	-12%	10%	10%	-8%	-2.1	13%	0%
CCOC(=O)c1cnc2c(OC)cccc2c1N1CCN(c2ccccc2OC)CC1	0	?	30%	29%	-3%	-2%	-1.7	15%	-20%
CC(C)COc1ccc(C(=O)NCc2ccco2)cc1	-3	-8%	15%	0%	3%	-15%	-2.4	7%	-11%
Cc1cc(C(=O)Nc2cc(C)on2)on1	5	6%	4%	6%	2%	0%	0.5	-31%	2%
NS(=O)(=O)c1ccc(CNS(=O)(=O)Cc2ccc(Cl)cc2)cc1	7	-1%	-3%	20%	0%	0%	-0.4	-6%	1%
CC1CCCCN1CC(=O)NCc1ccc2c(c1)OCO2 (stereo not given)	5	8%	-5%	1%	-13%	0%	-1.3	12%	7%
CCOc1cc(C(=O)N(C)CC(=O)Nc2cccc(F)c2)ccc1OCC(=O)N1CCCCC1	-1	5%	-3%	1%	1%	1%	-3.0	17%	4%
C/C(CC(=O)NC(C)(C)C)=N\NC(N)=S	1	-6%	-7%	-7%	4%	-5%	-1.8	18%	-9%
CC1CC(=O)N(c2ccc(Br)cc2)C(=O)C1	2	-5%	-1%	5%	-2%	-3%	-2.6	-15%	-2%
CCCCOc1ccc(C(=O)O)cc1	-1	-2%	-52%[inhibitor]	0%	-12%	2%	0.0	-14%	5%
CCNC(=O)CSc1nc2sccc2c(=O)n1-c1ccccc1	?	-6%	-11%	4%	-1%	-13%	-3.6	10%	2%
COc1ccc(S(=O)(=O)N2CCC(c3cc(-c4cccc5ccccc45)n[nH]3)CC2)cc1	1	5%	-1%	10%	-1%	-3%	-3.1	?	-4%
Cc1cc2c(ncn2C)c(NS(=O)(=O)c2ccccc2Cl)c1C	·	11%	9%	11%	-3%	-10%	-2.5	27%	2%
C/C(=N\NC(=O)c1ccncc1)c1cc2ccccc2oc1=O	3	-25%	7%	5%	-8%	?	-3.5	·	-31%
CSc1ccccc1NC(=O)Nc1ccc(F)c(Cl)c1	·	-5%	2%	7%	-5%	-14%	-1.1	0%	-8%

Rewritten with two lines to a compound: entries from further up.
The line under a structure holds: PI5P4K alpha inh | EPAC1 antag | Abeta rescue | EPAC1 ag | aSyn rescue | PLK1 PBD inh | IL-2 act | FUS suppressor | WRN helicase inh
- Cc1nn(CCC#N)c(N)c1C1(O)C(=O)Nc2c(Cl)cc(Cl)cc21 (stereo not given)
    2 | -1% | -20% | 8% | 15% | -15% | -0.6 | 13% | 2%
- O=C(NCC(=O)N1CCCCCCC1)c1ccc(Cl)c(Cl)c1
    -2 | -6% | 4% | 4% | 0% | -8% | 0.4 | -21% | 5%
- CCC(Cc1ccccc1)NS(=O)(=O)c1csc(C(N)=O)c1 (stereo not given)
    -2 | -1% | 9% | 13% | 1% | -2% | -1.1 | -4% | -3%
- O=C(O)CN1C(=O)/C(=C\c2cn(CC(=O)N3CCOCC3)c3ccccc23)SC1=S
    2 | 43%[activator] | -5% | 30% | 10% | 132%[activator] | 4.6 | 15% | 0%
- COC(=O)c1ccc(NC(=O)c2cc(-c3ccncc3)nc3ccccc23)cc1
    -3 | -12% | 10% | 17% | 10% | 8% | -0.2 | 4% | 1%
- O=Cc1c(NCc2cccc(F)c2)c2ccccc2[nH]c1=O
    -4 | 1% | 8% | -1% | 14% | -18% | 1.2 | 1% | -11%
- COc1ccc(C2=Nn3c(nnc3-c3ccccc3F)SC2)cc1OC1CCOC1 (stereo not given)
    · | 0% | -10% | -10% | · | · | -0.1 | 10% | ·
- CCOc1ccc(NS(=O)(=O)c2ccc(-c3cnc(C4CC4)o3)cc2)cc1
    7 | -13% | · | 14% | ? | 1% | 0.9 | ? | -8%
- O=C(c1ccccc1[N+](=O)[O-])N1CCCN(C(=O)c2ccccc2[N+](=O)[O-])CC1
    -3 | 7% | -4% | -6% | 11% | -8% | -2.9 | -1% | 2%
- N=c1ccn(Cc2cccc(Cl)c2)cc1
    -2 | -15% | 8%[9.22 µM] | 6% | 1% | 2% | -2.6 | -51% | -13%

The list goes on.
SMILES	PI5P4K alpha inh	EPAC1 antag	Abeta rescue	EPAC1 ag	aSyn rescue	PLK1 PBD inh	IL-2 act	FUS suppressor	WRN helicase inh
O=C(COC(=O)c1cnccn1)Nc1cccc(F)c1	-17	-3%	-14%	-2%	-12%	2%	3.9	-26%	4%
COc1ccc(CNC(=O)CN(Cc2ccccc2)C(=O)c2csnn2)cc1	-1	-4%	-18%	-1%	-1%	-8%	-0.8	-1%	6%
O=C(Nc1ccccc1)c1nn(-c2ccccc2)c(=O)cc1C(F)(F)F	-1	11%	3%	-10%	-3%	19%	12	-23%	-4%
O=C(Nc1cccc(C(=O)O)c1)/C(=C\c1ccc2c(c1)OCO2)NC(=O)c1ccc(Br)o1	-12	-3%	-2%	2%	0%	?	2.4	41%	-25%
COc1ccc(C(=O)OCC(=O)NC(C)(C)C)cc1[N+](=O)[O-]	0	-7%	5%	-6%	?	-3%	-0.4	·	0%
COc1ccc(C(=O)Nc2ccc(NC(=O)c3ccccc3OC)nc2)cc1	1	-5%	-14%	5%	0%	-22%	0.2	12%	?
Cc1ccc(-c2noc(CCC(=O)NC3CCN(Cc4ccccc4)CC3)n2)cc1	-4	-21%	5%	5%	-3%	-10%	0.0	-24%	-4%
Cc1ccc(Cn2c(NCCc3ccccc3)nc3c2c(=O)n(C)c(=O)n3C)cc1	·	-6%	0%	2%	-1%	-2%	-1.5	1%	-13%
Cc1cnn2c(C3CC3)ccnc12	1	12%	-17%	-8%	-13%	5%	0.9	14%	-5%
Cc1ccccc1OCCC(=O)OCC(=O)Nc1ccc(C)c(S(=O)(=O)N2CCCCC2)c1	0	-9%	5%	5%	7%	-8%	0.5	?	-1%
CC(C)C[C@H](NC(=O)OCC1c2ccccc2-c2ccccc21)C(=O)O	8	4%	-16%	-8%	-51%[inhibitor]	-8%	-0.6	7%	5%
COc1ccc(-c2nc3ccccc3n(CC(C)C)c2=O)cc1	4	-8%	-11%	13%	1%	-18%	2.9	0%	-1%
Cc1cc(Cl)ccc1NC(=O)CN1C(=O)CSc2ccc(S(=O)(=O)N3CCOCC3)cc21	-5	-2%	15%	2%	-6%	-5%	-0.2	37%	0%[57.1 µM]
CCc1c(C)nc2ncnn2c1NC1CCCc2ccccc21 (stereo not given)	9	3%	13µM*	-3%	8%	-2%	2.8	1%	0%
O=C(COC(=O)/C=C/c1ccccc1[N+](=O)[O-])Nc1ccc(OC(F)F)cc1	1	-11%	19%	-7%	-3%	-5%	0.1	·	5%
O=C(Nc1nnc(-c2cccnc2)o1)c1ccccc1Cl	-7	-6%	25%	2%	2%	-5%	-0.5	-16%	11%
COc1ccc(CCC(=O)Nc2cc(S(=O)(=O)N3CCOCC3)ccc2OC(C)C)cc1	0	-12%	20%	14%	1%	-7%	-0.2	32%	-2%
COc1ccc(C)cc1NS(=O)(=O)c1ccc(NS(=O)(=O)c2ccc(NC(C)=O)cc2)cc1	·	-9%	-7%	6%	1%	-9%	-2.9	6%	-17%[57.1 µM]
Cc1cc(-c2ccccc2)nc(N/N=C/c2cccnc2)n1	-2	-3%	17%	11%	1%	0%	-0.6	-4%	-13%
N#Cc1c(-c2ccccc2)nc(N2CCN(Cc3ccccc3)CC2)[nH]c1=O	1	-8%	-10%	-3%	0%	-10%	-0.4	15%	3%
Cc1ccc(N(CCC#N)C(=O)CSc2ccc3c(c2)OCCO3)cc1	4	22%	16%	1%	12%	?	-0.2	3%	-3%
CCC(C)NC(=O)CNC(=S)N(Cc1ccccc1)Cc1cccnc1 (stereo not given)	0	6%	12%	-10%	9%	-3%	3.9	·	-6%
CC1(C)CC(=O)C(N=Nc2ccc(Br)cc2)=C(O)C1	-1	18%	0%	9%	0%	-14%	0.6	4%	3%

Screening results as filed in PubChem BioAssay.
